Bioassay records from PubChem BioAssay.
UPR XBP1 act: activators of adaptive arm of unfolded protein response (XBP1). AID 463104. CHO-XBP1 luciferase reporter, IRE1-XBP1 UPR activation, luminescence; percent of tunicamycin response, DMSO as zero. hit rate 0.33% among 330,000. activation, % at 20 µM;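 active means versus positive control, 20 µM dose yields 30% or more activation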;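 further: 100% = tunicamycin at 10 µg/mL and 0% = DMSO only wells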
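assay system = CHO-XBP1 luciferase reporter cells | amount = 1000 cells/well | buffer or medium = F12 plus 10% FBS | compound dosing = single point, 20 µM final compound, 1% DMSO | incubation = 16-18 h cell attachment at 37 °C, then 6 h compound exposure | detection = Steady-Glo luminescence read | controls = tunicamycin 10 µg/mL and vehicle-only wells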
CHOP UPR activ: activators of apoptotic arm of unfolded protein response (CHOP); activation, % at 10 µM; hit rate 0.34% among 330,000; CHO-CHOP luciferase reporter, UPR activation, luminescence; percent of tunicamycin response over DMSO baseline;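 active means at 10 µM dose, activation of 40% or more, normalized to positive control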;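 further: 100% = tunicamycin at 10 µg/mL and 0% = DMSO alone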
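Assay system: CHO cells with stable CHOP pathway luciferase reporter; Buffer or medium: F12 plus 10% serum; Times: 16-18 h cell attachment, then 6 h compound exposure, 37 °C; Signal: luciferase luminescence; Read-out basis: percent activation relative to tunicamycin control; Control set: tunicamycin high control, DMSO low control.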
697 NFkB inh: inhibitors of the PMA/ionomycin-induced NF-kB reporter in 697 B cells; 697 B-cell NF-kB luciferase reporter, 16 h; hit rate 0.33% among 330,000; AID 435022; inhibition, % at 4 µM; in the data active means inhibition above about 35%
TIM10 inh: inhibits growth of TIM10 yeast strain. S. cerevisiae TIM10 strain growth, BacTiter-Glo luminescence, 24 h. AID 463195. inhibition, % at 10 µM. hit rate 1.4% among 330,000;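 active means inhibition of 40% or more at the single tested concentration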;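 further: wild-type TIM10 isogenic control strain grown at permissive 25 °C; 0% = DMSO yeast wells and 100% = minimal medium wells without yeast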
Jurkat NFkB inh: lowers PMA/ionomycin-induced NF-kB signal in Jurkat cells | inhibition, % at 4 µM | hit rate 0.53% among 330,000 | PMA/ionomycin-induced NF-kB luciferase reporter, luminescence | AID 435003; in the data active means inhibition above about 50%
Mdm2 MdmX PPI: disrupts the human Mdm2-MdmX interaction; SaOS-2 split-luciferase Mdm2/MdmX complementation, luminescence; inhibition, % at 8 µM; hit rate 3% among 330,000; AID 485346;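 active means inhibition of at least 50% at 8 µM in the primary screen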
Target sequence (O15151 whole entry, looked up): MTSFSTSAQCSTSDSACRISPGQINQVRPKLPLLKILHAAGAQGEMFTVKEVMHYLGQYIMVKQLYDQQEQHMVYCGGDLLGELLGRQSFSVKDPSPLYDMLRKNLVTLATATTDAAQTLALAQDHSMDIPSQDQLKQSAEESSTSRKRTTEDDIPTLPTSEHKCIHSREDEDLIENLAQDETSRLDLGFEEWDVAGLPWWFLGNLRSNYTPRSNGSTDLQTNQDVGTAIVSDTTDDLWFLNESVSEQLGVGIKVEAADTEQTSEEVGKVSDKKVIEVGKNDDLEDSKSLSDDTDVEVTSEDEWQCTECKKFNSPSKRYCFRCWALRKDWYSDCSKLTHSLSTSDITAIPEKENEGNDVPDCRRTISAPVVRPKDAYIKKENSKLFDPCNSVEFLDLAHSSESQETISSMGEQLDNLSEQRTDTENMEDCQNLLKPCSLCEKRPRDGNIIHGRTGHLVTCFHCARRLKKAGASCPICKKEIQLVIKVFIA
Target sequence (Q00987 whole entry, looked up): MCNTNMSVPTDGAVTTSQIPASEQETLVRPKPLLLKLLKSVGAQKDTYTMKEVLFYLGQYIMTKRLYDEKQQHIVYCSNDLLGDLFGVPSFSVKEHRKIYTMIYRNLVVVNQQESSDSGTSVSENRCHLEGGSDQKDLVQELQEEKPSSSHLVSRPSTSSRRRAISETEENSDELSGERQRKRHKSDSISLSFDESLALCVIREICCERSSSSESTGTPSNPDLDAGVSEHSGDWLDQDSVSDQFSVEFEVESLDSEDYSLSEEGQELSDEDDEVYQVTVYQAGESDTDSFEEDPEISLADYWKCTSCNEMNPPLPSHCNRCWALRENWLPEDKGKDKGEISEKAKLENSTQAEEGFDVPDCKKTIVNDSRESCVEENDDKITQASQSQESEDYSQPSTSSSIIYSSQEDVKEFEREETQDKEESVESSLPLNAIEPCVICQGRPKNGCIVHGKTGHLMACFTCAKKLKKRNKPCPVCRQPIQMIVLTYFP
tim10-1 inh: tim10-1 yeast growth inhibition; S. cerevisiae tim10-1 ts strain growth, BacTiter-Glo, 24 h; AID 463190; inhibition, % at 20 µM; hit rate 2.2% among 330,000;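 active means inhibition of at least 40%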;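 further: mutant grown at 25 °C; 0% = DMSO wells with yeast and 100% = wells holding no yeast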
tim23-1 inh: inhibits growth of tim23-1 mutant yeast. S. cerevisiae tim23-1 growth, BacTiter-Glo luminescence, 24 h. inhibition, % at 20 µM. hit rate 1.3% among 330,000;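 active means growth inhibition of the mutant yeast at or above 50%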;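 further: temperature-sensitive mutant grown at 25 °C; plate controls were DMSO-treated mutant yeast for no effect and medium wells lacking yeast for full effect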
The depositor's hits bear a star.

SMILES	UPR XBP1 act	CHOP UPR activ	697 NFkB inh	TIM10 inh	Jurkat NFkB inh	Mdm2 MdmX PPI	tim10-1 inh	tim23-1 inh
C[n+]1cccc(/C=N/NC(=O)CC23CC4CC(CC(C4)C2)C3)c1	-2	-1.2	6	6	2	21	-1	-17
Cc1ccc(/C=C/C(=O)OCC(=O)Nc2cccc(S(=O)(=O)N(C)C)c2)o1	-3	0.9	-3	18	1	-13	28	16
COC(=O)Cn1c(C(F)(F)F)nc2ccccc21	0	0.8	11	-18	-4	-12	9	-1
CCOc1ccc(C(=O)NCC(=O)N2CCN(C/C=C/c3ccccc3)CC2)cc1OCC	-2	0.2	3	1	9	0	2	15
Cc1c2c(n3c(nc4ccccc43)c1C#N)N(CCN(C)C)CC2	0	-2.6	18	-20	-3	30	-3	-28
Cc1nnc(Sc2nc3c(c(=O)n(C)c(=O)n3C)n2Cc2ccc(Cl)cc2)s1	1	1.9	-44	-7	-1	-5	10	20
CC(C)NC(=O)c1ccc2c(c1)N(Cc1ccccc1)C(=O)C(C)(C)O2	-6	0.7	-5	-2	-9	4	-5	20
O=C(/C=C/c1ccccc1)N(Cc1cccc(Cl)c1)C1CCS(=O)(=O)C1 (stereo not drawn)	1	3.1	0	19	5	24	13	7
Cc1cccc(N(C(=O)c2csnn2)C(C(=O)NC(C)(C)C)c2ccncc2)c1 (stereo not drawn)	-5	-0.7	10	-12	-5	15	1	-9
CC(C)Nc1nc(SCC(=O)Nc2ccccc2)nc(N2CCOCC2)n1	-2	-1.4	11	10	-1	19	-5	10
O=C(CN1CCCCC1)Nc1ccccc1NC(=O)CN1CCCCC1	0	-0.8	3	6	1	36	6	-5
O=C(OCC#CCSc1nnc(-c2cccc3ccccc23)o1)c1ccc2ccccc2c1	-1	-0.4	-4	3	-7	20	7	9
Cc1cc(OCC(=O)NNC(=O)c2ccncc2)cc(C)c1Cl	1	0.6	11	-5	-1	12	-2	13
NC(=O)c1ccc(NC(=O)COC(=O)/C=C/c2cccs2)cc1	-3	2.7	7	5	8	22	-2	-4
CCOC(=O)CC1C(=O)NC2CCCCC2N1C(=O)Nc1ccc(Cl)cc1 (stereo not drawn)	1	-1.0	-8	8	-2	1	11	9
CCOC(=O)C(c1ccccc1)N1CCN(c2ccc(OC)cc2)CC1 (stereo not drawn)	-2	-0.2	-28	21	-28	-21	29	26
CCCc1nc2cc3c(cc2[nH]1)n(C)c(=O)n3C	-1	1.4	23	-6	-4	-23	-9	-1
S=c1[nH]nc(CCc2ccccc2)n1-c1ccc(Cl)cc1	2	-0.4	9	28	-1	-31	-15	28
O=C(CCCCCN1C(=O)c2ccccc2C1=O)Nc1ccc2c(c1)OCCO2	-4	-1.1	6	7	5	18	19	17
CC(=O)Nc1ccc(NC(=O)CCCN2C(=O)c3ccccc3C2=O)cc1	-1	0.5	25	-12	13	17	7	6
CCOC(=O)c1c(NC(=O)c2cccs2)sc(C(=O)N(C)C)c1C	3	-0.2	7	-10	-9	24	7	35
O=C(Cn1cnc2ccccc21)N1CCN(S(=O)(=O)c2ccccc2)CC1	7	1.3	-14	-10	-1	20	-4	-10
COC(=O)c1cc2oc3ccccc3c2n1Cc1ccccn1	-6	1.7	4	0	4	-11	26	15
COc1ccc(OC)c(NC(=O)C2CCCCC2)c1	-1	1.9	21	12	4	-14	17	9
Cn1nnnc1SCC(=O)Nc1nc2c(F)c(F)c(F)cc2s1	1	-0.2	-16	-9	2	24	-11	4
CCOC(=O)[C@H]1[C@H]2COc3cc(OC)ccc3[C@@H]2N2C(=O)c3cc(F)c(F)cc3NC(=O)[C@@]12C	-3	1.0	10	-1	9	-12	17	0
CCOc1ccccc1N1CC(C(=O)N(CC)CC(=O)Nc2ccc3c(c2)OCCO3)CC1=O (stereo not drawn)	0	2.4	13	-13	-10	13	-32	-47
Cc1ccc(S(=O)(=O)N2CCN(C(=O)CN3CCCCC3)C2)cc1	-2	0.7	2	-8	-10	-4	2	8
COCc1c(C(=O)N/N=C/c2c[nH]c3ccccc23)nnn1-c1nonc1N	-3	-0.9	22	-14	-23	15	-9	4
Cc1cc(C(C)(C)C)c(O)c(C(C)(C)C)c1	-3	-0.8	10	4	-1	-3	-13	-17
N/C(=N\OC(=O)c1cc(Cl)ccc1Cl)c1ccccn1	-4	0.5	-97	58*	-76	-96	36	66*
COc1ccccc1C(=O)N1CCN=C1c1ccccc1	1	0.3	-5	7	4	39	10	-1
CC(/C=N/NC(=O)c1ccccc1F)c1ccccc1 (stereo not drawn)	3	1.0	12	-21	1	-2	13	13
CCc1nn(-c2ccccc2)c(N)c1C#N	4	-0.4	4	-4	10	15	6	-5
Fc1ccc(N/N=C2/CC(c3ccccc3)Oc3ccccc32)c(F)c1 (stereo not drawn)	1	2.4	10	-11	-1	-20	1	19
COC(=O)c1sc(S(=O)(=O)Nc2c(C)nn(C)c2C)c(C(=O)OC)c1C	-3	1.2	14	-2	-8	22	-3	-13
O=C(Oc1ccccc1OC(=O)N1CCOCC1)N1CCOCC1	0	1.3	0	-5	-10	6	10	4
Cc1nn2cc(-c3ccccc3)nc2s1	-6	-2.0	-181	-2	-111	-60	-1	6
O=C1OC(c2ccccc2)=N/C1=C\C=C\c1ccccc1[N+](=O)[O-]	-2	-0.8	3	10	-6	18	23	36
O=C(COC(=O)CCSc1ccccc1)NCc1ccccc1	2	2.8	9	-10	-5	7	8	11

Molecules above that have an aryl methoxy group (4):
SMILES	UPR XBP1 act	CHOP UPR activ	697 NFkB inh	TIM10 inh	Jurkat NFkB inh	Mdm2 MdmX PPI	tim10-1 inh	tim23-1 inh
CCOC(=O)C(c1ccccc1)N1CCN(c2ccc(OC)cc2)CC1 (stereo not drawn)	-2	-0.2	-28	21	-28	-21	29	26
COc1ccc(OC)c(NC(=O)C2CCCCC2)c1	-1	1.9	21	12	4	-14	17	9
CCOC(=O)[C@H]1[C@H]2COc3cc(OC)ccc3[C@@H]2N2C(=O)c3cc(F)c(F)cc3NC(=O)[C@@]12C	-3	1.0	10	-1	9	-12	17	0
COc1ccccc1C(=O)N1CCN=C1c1ccccc1	1	0.3	-5	7	4	39	10	-1

(more compounds)
SMILES	UPR XBP1 act	CHOP UPR activ	697 NFkB inh	TIM10 inh	Jurkat NFkB inh	Mdm2 MdmX PPI	tim10-1 inh	tim23-1 inh
CCc1cc(=O)oc2c(C)c(OC(C)C(=O)N3CC[C@@]4(O)CCCC[C@H]4C3)ccc12 (stereo partly drawn)	0	2.5	19	-1	3	-12	-6	1
CC(C)(C)n1ncc2c(=O)n(Cc3ccc(Cl)c(Cl)c3)cnc21	-1	-2.1	7	8	11	-4	29	17
Cc1ccc2c(c1)C(SCC(=O)NCCc1ccccc1)CC1(CCCC1)O2 (stereo not drawn)	-2	-1.4	-9	-6	3	3	29	16
Cn1cc(SCC(=O)N2CCOCC2)c2ccccc21	3	2.0	-14	-6	-3	-3	34	23
CCOCCCNC(=O)c1ccc2c(c1)N(CC)C(=O)c1ccccc1S2=O (stereo not drawn)	-2	1.2	10	8	24	-15	-1	5
CCCCCCCCNC(=O)c1cccnc1SCC(=O)Nc1ccc(OC)cc1OC	-3	2.6	-12	13	0	-3	14	4
CCCSc1ccc2nc(NC(=O)OC)[nH]c2c1	9	7.3	-170	2	13	39	-2	-10
CN(CC(=O)Nc1ccccc1C(F)(F)F)C(=O)c1cc2c(s1)CCCCC2	-2	0.3	-21	-1	-12	0	31	28
CCn1c(C)cc(/C=C2\NC(=O)N(CC(=O)Nc3ccc(F)cc3)C2=O)c1C	0	-1.7	6	-6	8	-21	9	10
O=C(CN1CCCN(Cc2ccc(F)cc2)S1(=O)=O)NC1CCCC1	-4	1.2	-9	10	-1	10	-6	2
CN(C)c1cc(N/N=C\c2ccccc2)nc(N(C)C)n1	-3	-1.3	-15	15	14	47	17	25
NNC(=O)c1cc2cc(Oc3ccccc3)ccc2[nH]1	0	-0.6	5	26	10	23	37	59*
COc1cc(/C=C/C(=O)OCC(=O)N(C)C2CCS(=O)(=O)C2)ccc1OC(F)F (stereo not drawn)	-3	0.1	-13	-3	-11	18	-1	-12
Nc1cc(C(=O)OCC(=O)NNC(=O)c2ccccc2)ccc1Cl	1	0.3	13	2	10	8	-10	-4
C/C(=N/NC(=O)c1ccncc1)C1=C(O)CC(C)(C)CC1=O	4	-1.1	-4	-1	0	15	1	11
COc1cc(C(=O)N/N=C/c2ccc(OC(=O)N3CCOCC3)cc2)cc(OC)c1OC	4	1.7	-3	5	-16	-12	13	2
Cc1cc(C(=O)COC(=O)c2ccc(Cl)c(S(N)(=O)=O)c2)c(C)n1C1CC1	1	6.7	-57	26	-32	-186	39	36
O=[N+]([O-])c1ccc2cn(-c3ccccc3)nc2c1	-1	4.0	-114	7	-105	-145	33	25
Cc1ccc(C)c(-n2cc(CNCCc3cnccn3)c(-c3ccccc3)n2)c1	-3	-0.3	19	-5	9	23	-6	-6
CN(CCCNC(=O)C1CCN(S(=O)(=O)N2CCC3(CC2)OCCO3)CC1)Cc1ccccc1	-4	-0.2	10	10	-7	32	10	11
CC(=O)N1N=C(c2ccc(C)o2)CC1c1ccc(F)cc1 (stereo not drawn)	0	-1.1	-1	-9	-12	9	10	7
CCCCCCc1cc2cc(-c3nnc(-c4ccccc4O)o3)c(=O)oc2cc1O	5	1.7	19	36	9	73*	25	4
Cc1cc(NC(=O)COc2ccc([N+](=O)[O-])cc2)no1	3	-0.1	21	-2	-9	8	-24	4
O=C(Nc1cccc(S(=O)(=O)NC2=NCCCCC2)c1)c1cc(-c2ccccc2)nc2ccccc12	-1	2.5	3	-5	-7	29	4	-5
CCn1cc(C(=O)OCC(=O)Nc2ccccc2OC(F)F)c(=O)c2ccc(C)nc21	3	-0.9	-1	-7	10	16	-6	-10
CCc1ccc(-c2cc(C)no2)cc1S(=O)(=O)Nc1ccc(Cl)cn1	-1	-0.7	-3	-1	1	13	9	7
CCCc1cc(NCCCn2ccnc2)n2nc(C)c(-c3ccccc3)c2n1	-4	-1.5	-37	17	-2	7	18	-3
COc1ccc(NC(=O)COc2ccc(/C=N/n3c(C)nnc3C)cc2OC)cc1	-1	0.4	27	4	-12	2	-7	12
Cc1ccc(/C=C/C(=O)Nc2nnc(C)s2)o1	2	2.2	10	5	3	-16	13	18
Cc1ccc(NC(=O)CCCn2nc(C)c3c(C)n(-c4ccccc4)nc3c2=O)cc1C	-7	-0.2	4	7	17	5	3	14
COc1ccc(-c2ccc(=O)n(CC(=O)NC3CCc4ccccc43)n2)cc1OC (stereo not drawn)	0	-0.8	9	16	19	6	9	8
COc1cccc(NS(=O)(=O)c2csc(C(N)=O)c2)c1	-5	-0.7	-2	-9	-5	10	7	1
CCOC(=O)C1CCCN(C(=O)Cc2ccc(Cl)cc2)C1 (stereo not drawn)	1	0.2	27	-10	3	11	11	4
O=C(c1ccc(F)cc1)N1CCN(C2CC3CCC2C3)CC1 (stereo not drawn)	-2	0.0	-5	-8	-1	4	4	0
Nc1ncnc2c1ncn2[C@@H]1O[C@H](CNCc2cccn2-c2nccs2)[C@@H](O)[C@H]1O	-1	2.2	12	2	8	-3	5	11
CCOc1cc(C(=O)NCC(C)(C)CNC(=O)c2cc(OCC)c(OCC)c(OCC)c2)cc(OCC)c1OCC	0	0.9	13	9	18	18	8	-1
COc1ccc(CNC(=O)COC(=O)/C=C/c2cccs2)cc1	-5	1.1	11	22	1	-12	12	17
Cc1csc(C(C)NC(=O)c2ccc(OC3CCN(CCc4ccccc4)CC3)cc2)n1 (stereo not drawn)	-3	1.3	6	10	5	20	-12	-1

Some of these compounds in order of their number in 697 NFkB inh, highest first:
smiles	697 NFkB inh
Cc1cc(NC(=O)COc2ccc([N+](=O)[O-])cc2)no1	21
CCOc1cc(C(=O)NCC(C)(C)CNC(=O)c2cc(OCC)c(OCC)c(OCC)c2)cc(OCC)c1OCC	13
Nc1ncnc2c1ncn2[C@@H]1O[C@H](CNCc2cccn2-c2nccs2)[C@@H](O)[C@H]1O	12
